ALDH1A1 inh – blocks purified human ALDH1A1 activity. P00352. Purified ALDH1A1, NADH fluorescence, propionaldehyde substrate. Potency, µM (top dose mostly 75.3 µM), inactives show at the highest dose activity, negative = inhibition, hits mostly inhibitors. actives 7.3% (n = 220,000). AID 1030; active = well fitted inhibition curve with a large enough effect, not every such curve was filed as active; inconclusive = small, poorly fitted or top-dose-only effect, or another doubt; inactive = no such curve, though single readings can be large or run the other way;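 also: plate controls were no enzyme wells and a reference inhibitor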
Target sequence (P00352 whole entry, looked up): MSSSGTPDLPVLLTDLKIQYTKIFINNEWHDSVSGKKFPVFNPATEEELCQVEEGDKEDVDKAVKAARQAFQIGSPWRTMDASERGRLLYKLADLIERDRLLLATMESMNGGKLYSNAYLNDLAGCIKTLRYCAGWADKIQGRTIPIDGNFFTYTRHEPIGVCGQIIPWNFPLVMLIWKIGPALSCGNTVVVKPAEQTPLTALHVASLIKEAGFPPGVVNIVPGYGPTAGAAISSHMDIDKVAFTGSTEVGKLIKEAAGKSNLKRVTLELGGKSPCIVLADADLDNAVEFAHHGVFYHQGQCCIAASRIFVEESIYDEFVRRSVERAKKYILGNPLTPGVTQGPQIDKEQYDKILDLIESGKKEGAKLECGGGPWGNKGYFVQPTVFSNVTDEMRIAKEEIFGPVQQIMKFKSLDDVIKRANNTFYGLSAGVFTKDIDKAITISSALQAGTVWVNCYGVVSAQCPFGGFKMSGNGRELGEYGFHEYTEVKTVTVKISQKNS
Tau fluor counter – counter-screen for tau fibril formation inhibitors; tau K18 P301L Alexa594 fluorescence, heparin fibrillization; Potency, µM (titrated, usually from 57.7 µM), for the others: at the highest dose activity change, negative = decrease; actives 0.93% (n = 280,000); AID 1463; also: % is scaled to controls: 0 for no effect and ±100 for the full control effect; nearly all actives have a fitted effect of over 55% in size
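Human K18 P301L tau (15 uM unlabeled plus 0.24 uM Alexa 594-labeled, final) in 100 mM sodium acetate pH 7 was mixed with compound and 20 uM heparin and incubated 6 hr at 37 C.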
HTT ATP protect – cytoprotection in Huntington HTT-Q103 PC12 cell model. actives 0.14% (n = 230,000). PC12 HTT-Q103 induced, cytoprotection, ATP luminescence, 40 h. Potency, µM (highest dose often 56.4 µM), without a hit: cytoprotection (ATP increase), actives largely listed as activators;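 also: % of control where 0% means no effect; nearly all actives have a fitted effect of over 45% in size; toxic huntingtin expression switched on by the ecdysone agonist tebufenozide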
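Cells were plated at 1500 per well in phenol red-free DMEM with 5% equine and 5% calf serum. Tebufenozide (100 nM final) and compounds were added, then ATPlite reagent, and luminescence was read.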
SMN2 splice enh – increases expression of the SMN2 splice variant; actives 2.8% (n = 210,000); HEK293 SMN2-luciferase splicing reporter, luminescence, 30-36 h; Potency, µM (top dose mostly 46.1 µM), for inactives: at the highest dose activity change, positive = activation, actives largely listed as activators; also: % of control where 0% means no effect; nearly all actives have a fitted effect of over 55% in size
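qHTS luciferase splicing reporter: luminescence rises when SMN2 exon 7 is included in transfected HEK293 cells. Compound exposure lasted 30-36 h at 37C, with 4.5 mM final sodium butyrate as control, followed by a ONE-Glo read.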
HttQ103 aggreg – mutant huntingtin aggregation inhibition; AID 1688; PC12 HttQ103-GFP aggregates, Acumen cytometry, 40 h; actives 1.1% (n = 220,000); Potency, µM (titrated, usually from 46.1 µM), without a hit: top-dose activity change, negative = inhibition, actives largely listed as inhibitors; also: % is scaled to controls: 0 for no effect and ±100 for the full control effect; nearly all actives have a fitted effect of over 60% in size
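Aggregates are detected as GFP objects 1–25 µm with signal 6 STDEV over background in lysates of induced PC12 cells. These carry Huntingtin exon 1 with 103 glutamines fused to GFP under an ecdysone promoter; compounds titrated.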
KDM4E inh – inhibitors of human JMJD2E histone demethylase | B2RXH2 | JMJD2E catalytic domain, FDH-coupled NADH fluorescence (FDH is formaldehyde dehydrogenase) | Potency, µM (top dose mostly 57.1 µM), inactives show at the top dose activity change, negative = inhibition, actives largely listed as inhibitors | actives 1.6% (n = 230,000); active = well fitted inhibition curve with a large enough effect, not every such curve was filed as active; inconclusive = small, poorly fitted or top-dose-only effect, or another doubt; inactive = no such curve, though single readings can be large or run the other way;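 also: 0% = wells with enzyme and -100% = buffer wells without enzyme; nearly all actives have a fitted effect of over 50% in size; many of its hits are not listed in these tables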
Target sequence (B2RXH2 1-337 limits assumed): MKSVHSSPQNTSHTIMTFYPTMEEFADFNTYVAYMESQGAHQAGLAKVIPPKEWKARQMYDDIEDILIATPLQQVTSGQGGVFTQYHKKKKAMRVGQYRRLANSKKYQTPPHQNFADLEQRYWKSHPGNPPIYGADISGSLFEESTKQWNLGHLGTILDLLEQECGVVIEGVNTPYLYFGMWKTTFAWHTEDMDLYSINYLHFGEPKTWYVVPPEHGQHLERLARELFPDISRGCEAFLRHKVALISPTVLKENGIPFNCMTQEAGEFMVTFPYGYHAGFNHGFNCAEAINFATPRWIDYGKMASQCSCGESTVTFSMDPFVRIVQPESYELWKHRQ
Tau fibril FP – blocks human tau fibril formation measured by polarization. P10636. K18 P301L tau heparin fibrillization, Alexa594 FP, 6 h. Potency, µM (top dose mostly 57.7 µM), without a hit: at the top dose activity, negative = inhibition, actives largely listed as inhibitors. actives 0.39% (n = 280,000). AID 1468; also: % is scaled to controls: 0 for no effect and ±100 for the full control effect; nearly all actives have a fitted effect of over 55% in size
Target sequence (P10636 561-689 P618L limits assumed): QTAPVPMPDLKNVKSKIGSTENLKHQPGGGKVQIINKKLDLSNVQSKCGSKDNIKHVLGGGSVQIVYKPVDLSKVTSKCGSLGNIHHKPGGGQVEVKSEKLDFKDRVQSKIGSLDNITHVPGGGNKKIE
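FP of Alexa 594-tau after heparin (20 uM) induction. Substrate: human K18 P301L, 15 uM unlabeled, 0.24 uM labeled. Buffer 100 mM sodium acetate pH 7. 6 hr, 37 C.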
Tau fibril ThT – tau fibrillization inhibition (ThT binding). P10636. recombinant tau K18 P301L, heparin-induced fibrillization, ThT fluorescence. Potency, µM (highest dose often 57.4 µM), for the others: at the highest dose activity, negative = inhibition, hits mostly inhibitors. actives 2.1% (n = 270,000); also: % is scaled to controls: 0 for no effect and ±100 for the full control effect; nearly all actives have a fitted effect of over 55% in size
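Using a mix of unlabeled (15 uM) and Alexa 594-labeled (0.24 uM) tau K18 P301L, heparin-triggered fibrillization over 6 hr at 37 C was scored by ThT fluorescence.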
* hit, by the source's call; & = joins results of further samples; [ ] = dose if it differs, or a comment. Unless noted, calls follow the shape of the dose curve; as a rule, active = well fitted curve in the direction sought with a large enough effect; inconclusive = small, poorly fitted or top-dose-only effect, or another doubt; inactive = no such curve, though single readings can be large; an effect the other way counts as inactive or inconclusive. Potency is read from the fitted curve at half-maximal effect. Not all compounds are listed, so the mix of outcomes need not match the whole.

`CCOc1ccc(/C=C2/SC(=S)N(C(C(=O)O)c3ccccc3)C2=O)cc1OCC` (stereo unspecified) gave ALDH1A1 inh inconclusive, Tau fluor counter -35%, HTT ATP protect 42%[10 µM], SMN2 splice enh -13%, HttQ103 aggreg 3%, KDM4E inh inconclusive, Tau fibril FP inconclusive and Tau fibril ThT 16µM*.
`COc1cc2cc(CN(Cc3cccs3)C(=S)Nc3ccc(C)cc3)c(=O)[nH]c2cc1OC` gave ALDH1A1 inh inconclusive, Tau fluor counter inconclusive, HTT ATP protect 12%[10 µM], SMN2 splice enh inconclusive, HttQ103 aggreg 13%, KDM4E inh 1%, Tau fibril FP inconclusive and Tau fibril ThT -16%.
Cc1ccc(Nc2c3c(nc4ncnn24)CCC3)cc1 was read as ALDH1A1 inh inconclusive, Tau fluor counter -8%, HTT ATP protect -10%, SMN2 splice enh -17%, HttQ103 aggreg 6%[9.22 µM], KDM4E inh 2%, Tau fibril FP -3% and Tau fibril ThT -17%.
Screening CC(=O)N1CCN(c2ccc(NC(=O)c3cccc(OCc4ccccc4)c3)cc2)CC1 returned ALDH1A1 inh inconclusive, Tau fluor counter inconclusive, HTT ATP protect -52%[inhibitor], SMN2 splice enh -2%, HttQ103 aggreg 13%, KDM4E inh inconclusive, Tau fibril FP 10% and Tau fibril ThT inconclusive.
O=C(Nc1ccc(S(=O)(=O)Nc2ncccn2)cc1)C1COc2ccccc2O1 (stereo unspecified) was read as ALDH1A1 inh 13%, Tau fluor counter 0%, SMN2 splice enh 9%, HttQ103 aggreg 12%, KDM4E inh 14%, Tau fibril FP -3% and Tau fibril ThT 3%.
`Cc1ccc2[nH]c3nc(SCCN4CCOCC4)nnc3c2c1` gave ALDH1A1 inh inconclusive, Tau fluor counter -5%, HTT ATP protect -4%, SMN2 splice enh -8%, HttQ103 aggreg -13%, KDM4E inh 5%, Tau fibril FP -5% and Tau fibril ThT inconclusive.
For Cn1c(=O)cc(OCCCC(=O)NCc2cccnc2)c2ccccc21 the results were ALDH1A1 inh 6%, Tau fluor counter -4%, HTT ATP protect -23%, SMN2 splice enh 16%, HttQ103 aggreg 8%, KDM4E inh 5%, Tau fibril FP 9% and Tau fibril ThT -6%.
O=C(c1ccccc1Sc1cccc2ccccc12)N1CCOCC1 was read as ALDH1A1 inh inconclusive, Tau fluor counter -5%, HTT ATP protect 8%[1.9 µM], SMN2 splice enh -71%[inhibitor], HttQ103 aggreg 13%, KDM4E inh 21%, Tau fibril FP -6% and Tau fibril ThT -3%.
Screening O=C(O)CCC(=O)Nc1cccc(C(=O)Nc2ccc(Br)cc2)c1 returned ALDH1A1 inh 7%, Tau fluor counter -4%, SMN2 splice enh 17%, HttQ103 aggreg 21%, KDM4E inh 5%, Tau fibril FP -14% and Tau fibril ThT 5%.
For COc1ccc(CCn2c(C)ccc2C)cc1OC the results were ALDH1A1 inh -7%, Tau fluor counter 7%, HTT ATP protect -6%[10 µM], SMN2 splice enh -5%, HttQ103 aggreg 3%, KDM4E inh -20%, Tau fibril FP 11% and Tau fibril ThT -14%.
`CCOc1cccc(/C=C/c2cc(C(=O)O)c3ccccc3n2)c1OC` gave Tau fluor counter -1%, HTT ATP protect -77%[inhibitor][10 µM], HttQ103 aggreg -22%[9.22 µM], KDM4E inh inconclusive, Tau fibril FP 4% and Tau fibril ThT -8%.
For O=c1cc(CSc2nc(NCc3ccccc3)c3ccccc3n2)nc2ccc(Cl)cn12 the results were ALDH1A1 inh 0%, Tau fluor counter -14%, HTT ATP protect -11%[10 µM], SMN2 splice enh -5%, HttQ103 aggreg 5%, KDM4E inh inconclusive, Tau fibril FP 3% and Tau fibril ThT -12%.
For CS(=O)(=O)NCc1nnc(SCc2c(F)cccc2Cl)o1 the results were ALDH1A1 inh 4%, Tau fluor counter -4%, HTT ATP protect 1%[10 µM], HttQ103 aggreg -9%[9.22 µM], KDM4E inh 11%, Tau fibril FP -3% and Tau fibril ThT -4%.
For Cc1cc(C)c2[nH]c(=O)c(CN(Cc3nnnn3C3CCCC3)C3CCCCC3)cc2c1 the results were ALDH1A1 inh 18µM*, Tau fluor counter 7%, HTT ATP protect 5%[10 µM], SMN2 splice enh 0%, HttQ103 aggreg -3%, KDM4E inh 6%, Tau fibril FP 1% and Tau fibril ThT 2%.
O=C(COc1ccccc1)Nc1ccccc1N1CCN(c2ccc(F)cc2)CC1 was read as ALDH1A1 inh -13%, Tau fluor counter -7%, HTT ATP protect -38%[10 µM], SMN2 splice enh -19%, HttQ103 aggreg 13%, KDM4E inh -6%, Tau fibril FP -5% and Tau fibril ThT -12%.
Screening O=C(Nc1ccccc1C(=O)NCC1CCCO1)c1ccccc1 (stereo unspecified) returned ALDH1A1 inh 6%, Tau fluor counter -4%, HTT ATP protect -18%, SMN2 splice enh 4%, HttQ103 aggreg 25%, KDM4E inh -2%, Tau fibril FP -5% and Tau fibril ThT -9%.
Screening CSc1cnc2c(=O)n(C)c(=O)[nH]c2n1 returned ALDH1A1 inh inconclusive, Tau fluor counter 3%, HTT ATP protect 13%[10 µM], SMN2 splice enh -6%, HttQ103 aggreg 9%, KDM4E inh inconclusive, Tau fibril FP 6% and Tau fibril ThT 3%.
CCn1c(COc2ccccc2C)nnc1SCC(=O)N1CCC(C)CC1 was read as ALDH1A1 inh -15%, Tau fluor counter -8%, HTT ATP protect 1%[10 µM], SMN2 splice enh -26%, HttQ103 aggreg -7%, KDM4E inh 1%, Tau fibril FP -3% and Tau fibril ThT -13%.
CNC1=C(Cl)C(=O)c2ccncc2C1=O was read as ALDH1A1 inh -8%, Tau fluor counter -21%, HTT ATP protect -79%[inhibitor], SMN2 splice enh -104%[inhibitor], KDM4E inh inconclusive, Tau fibril FP -3% and Tau fibril ThT inconclusive.
`Oc1ccc(-c2nc3ccccn3c2NCc2ccc3c(c2)OCO3)cc1` gave ALDH1A1 inh inconclusive, Tau fluor counter -25%, HTT ATP protect -25%[10 µM], SMN2 splice enh -7%, HttQ103 aggreg 7%[9.22 µM], KDM4E inh inconclusive, Tau fibril FP 8% and Tau fibril ThT inconclusive.
Screening Cc1noc(C)c1C(=O)NCc1cccs1 returned ALDH1A1 inh 10%, Tau fluor counter -3%, HTT ATP protect 17%[10 µM], SMN2 splice enh 7%, HttQ103 aggreg 2%, KDM4E inh 1%, Tau fibril FP 5% and Tau fibril ThT 9%.
For C[C@H](CO)NC(=O)[C@@H]1C[C@H]1[C@@H](NP(=O)(c1ccccc1)c1ccccc1)c1ccccc1 the results were ALDH1A1 inh 2%&6%, Tau fluor counter -3%&0%, HTT ATP protect 11%, SMN2 splice enh -21%&-3%, HttQ103 aggreg 1%, KDM4E inh -1%&5%, Tau fibril FP 2%&5% and Tau fibril ThT -5%&0%.
CCCCC(=O)NC(=S)Nc1cccc(NC(=O)c2ccco2)c1 was read as ALDH1A1 inh inconclusive, Tau fluor counter -28%, HTT ATP protect -1%[10 µM], SMN2 splice enh 10%, HttQ103 aggreg 3%, KDM4E inh -8%, Tau fibril FP -8% and Tau fibril ThT -14%.
`O=C(CN1CCN(c2ncccn2)CC1)Nc1ccccc1-n1cccc1` gave ALDH1A1 inh 14µM*, Tau fluor counter -4%, HTT ATP protect -36%, SMN2 splice enh -11%, HttQ103 aggreg inconclusive, KDM4E inh inconclusive, Tau fibril FP -3% and Tau fibril ThT -6%.
CCOC(=O)c1ccccc1NC(=O)CCc1c(C)nc2c(c1C)c(=O)n(C)c(=O)n2C was read as Tau fluor counter -8%, SMN2 splice enh 3%, Tau fibril FP -4% and Tau fibril ThT -6%.
COc1ccc(C(=S)N2CCOCC2)cc1OS(=O)(=O)c1ccccc1[N+](=O)[O-] was read as ALDH1A1 inh 11µM*, Tau fluor counter -15%, HTT ATP protect 23%[10 µM], SMN2 splice enh -6%, HttQ103 aggreg -8%, KDM4E inh -4%, Tau fibril FP 4% and Tau fibril ThT -5%.
For CCN(CC)S(=O)(=O)c1ccc2c(c1)N(CC(=O)Nc1c(C)cccc1C)C(=O)CO2 the results were Tau fluor counter 15%, SMN2 splice enh -7%, Tau fibril FP 5% and Tau fibril ThT 11%.
CC1=C(C(=O)Nc2ccc(Cl)cc2)C2(CCCCC2)C(C(N)=O)C(=S)N1 (stereo unspecified) was read as ALDH1A1 inh 7%, Tau fluor counter -16%, HTT ATP protect 8%[1.9 µM], SMN2 splice enh 9%, HttQ103 aggreg -4%, KDM4E inh -6%, Tau fibril FP -13% and Tau fibril ThT -3%.
CSc1ccc(C2c3c(oc4ccccc4c3=O)C(=O)N2CCCN2CCOCC2)cc1 (stereo unspecified) was read as Tau fluor counter -9%, SMN2 splice enh 2%, Tau fibril FP -10% and Tau fibril ThT -5%.
Screening CCOC(=O)c1ccccc1NC(=O)C(C)Oc1ccccc1 (stereo unspecified) returned ALDH1A1 inh inconclusive, Tau fluor counter -7%, HTT ATP protect 11%[10 µM], SMN2 splice enh -4%, HttQ103 aggreg 1%, KDM4E inh -25%, Tau fibril FP -6% and Tau fibril ThT -21%.

Of the compounds above, these contain fluorine.
For CS(=O)(=O)NCc1nnc(SCc2c(F)cccc2Cl)o1 the results were ALDH1A1 inh 4%, Tau fluor counter -4%, HTT ATP protect 1%[10 µM], HttQ103 aggreg -9%[9.22 µM], KDM4E inh 11%, Tau fibril FP -3% and Tau fibril ThT -4%.
O=C(COc1ccccc1)Nc1ccccc1N1CCN(c2ccc(F)cc2)CC1 was read as ALDH1A1 inh -13%, Tau fluor counter -7%, HTT ATP protect -38%[10 µM], SMN2 splice enh -19%, HttQ103 aggreg 13%, KDM4E inh -6%, Tau fibril FP -5% and Tau fibril ThT -12%.
